# Bioassay records (PubChem BioAssay)
# ARNT-TACC3 inh = ARNT/TACC3 interaction disruption. inhibition, % at 9.99 µM. Q9Y6A5. 390,000 tested, 0.66% active. AlphaScreen His-ARNT PAS-B/GST-TACC3 binding, luminescence; TACC3 fragment carries E629A point mutation;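 active = mean inhibition of replicates at least 50% and at least half of replicates each reaching 50%; inconclusive = half or more replicates reach 50% but mean below 50%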;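 also: 0% = complete ARNT plus TACC3 wells and 100% = ARNT alone without TACC3; many hits fall short of the cut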
# CFTR F508del cor = correctors of CFTR F508del function in bronchial epithelial cells; CFBE cells, YFP halide quenching; stimulated with forskolin plus potentiator P3; % fluorescence drop versus neutral controls; activity (quench increase), % at 7.58 µM; 350,000 tested, 0.36% active;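 active = mean added fluorescence quench of at least 8% versus neutral control, with both replicates also reaching 8%; inconclusive = only one of the mean or replicate conditions met; inactive = mean below 8% and not both replicates reaching 8%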;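 also: cells transiently co-express mutant CFTR-F508del with the halide-sensitive YFP; corrector assay measuring rescue of mutant channel to the surface after 24 h compound exposure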
# EWS-Fli inh = blocks EWS/Fli oncoprotein-driven transcription. A673 NR0B1-luciferase reporter, viability-normalised. inhibition, % at 12.6 µM. 350,000 tested, 0.67% active. AID 651661;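 active = mean inhibition of at least 50% after viability correction, with every replicate also passing that limit; inconclusive = mean reaches 50% but only one of two replicates passes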;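 also: firefly luciferase signal divided by Alamar Blue viability fluorescence both relative to DMSO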
# Xi reactivation = activators of X-chromosome reactivation in mouse fibroblasts; 360,000 tested, 0.055% active; activation, % at 7.58 µM; XiGFP mouse fibroblasts, % GFP-positive cells imaging, 3 d; cells co-treated with 5-aza-dC sensitizer; scaled so ellipticine positive control = 100%;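 active = mean normalized replicate activation at least 10% and every replicate at or above 10%; inconclusive = only one of the two criteria met; inactive = mean below 10% and not all replicates reach 10%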;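 also: 0% = median of on-plate neutral control wells and 100% = ellipticine 6 µM median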
#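 System: 68-5-11 XiGFP fibroblast line | Buffer or medium: DMEM containing 5-aza-dC | Compound: Single point | Times: Compounds 3 days, fix/stain 15 min at room temperature | Benchmarks: Positive control ellipticine, 6 µM final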
# ERp5 block = blocks human ERp5 reductase activity on insulin. ERp5 insulin aggregation, absorbance 650 nm, 90 min. inhibition, % at 9.99 µM. 350,000 tested, 0.05% active;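 active = mean replicate inhibition above about 25%, with every replicate also reaching it, limit read from the data, passing the limit was not always enough; inconclusive = only one of those two criteria met; inactive = neither criterion met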
# Target sequence (Q15084 whole entry, looked up): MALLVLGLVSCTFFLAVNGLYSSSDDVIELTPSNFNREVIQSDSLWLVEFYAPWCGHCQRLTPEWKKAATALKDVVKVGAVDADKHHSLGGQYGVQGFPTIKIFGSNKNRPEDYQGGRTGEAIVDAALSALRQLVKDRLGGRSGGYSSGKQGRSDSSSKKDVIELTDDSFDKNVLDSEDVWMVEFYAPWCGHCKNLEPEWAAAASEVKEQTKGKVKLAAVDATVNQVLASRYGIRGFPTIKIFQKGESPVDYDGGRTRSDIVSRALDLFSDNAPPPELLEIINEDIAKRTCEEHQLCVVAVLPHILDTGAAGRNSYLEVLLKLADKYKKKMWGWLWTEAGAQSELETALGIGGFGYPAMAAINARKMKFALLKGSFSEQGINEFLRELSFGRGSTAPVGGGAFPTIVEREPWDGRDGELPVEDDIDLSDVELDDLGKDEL
# PAX8 reporter = inhibitors of PAX8 transcriptional activity in RMG-I cells; RMG-I TPO-luciferase reporter, SteadyGlo, 24 h; inhibition, % at 12.6 µM; 360,000 tested, 1.2% active; AID 652154;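 active = mean replicate inhibition at least 60% with every replicate also reaching 60%; inconclusive = only one of the two criteria is met; inactive = mean below 60% and not all replicates reaching 60%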;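 also: luciferase light reporting Pax8 driven TPO promoter activity; plate controls were median of neutral control wells for no effect and mitoxantrone controls for full effect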
# DENV2 CPE rescue = DENV2-induced cell death inhibition | DENV2-infected cells, cytopathic effect rescue, plate reader | CPE inhibition, % at 9.99 µM | 350,000 tested, 1.7% active | AID 651640; in the data active = CPE inhibition above about 20%, passing the limit was not always enough; inconclusive = no clear call, values can overlap the other calls; tested in BHK-21 cells;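 also: 0% = median of neutral control wells and 100% = median of positive control wells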
# INS-1E GSIS act = GLuc luminescence reporter in INS-1E cells, primary screen for activators of glucose-dependent secretion of insulin; INS-1E GLuc reporter insulin secretion, 2-3 h; activation, % at 16.6 µM; 370,000 tested, 0.61% active;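 active = lowest replicate activation of at least 40%, so every replicate reaches that level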;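 also: 0% = median of neutral control wells and 100% = median of IBMX positive control wells; some compounds called inactive have numbers as strong as hits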
# Starred values were filed as active, the others as inactive; ? = inconclusive; · = no result given; & = joins results of further samples.
SMILES,ARNT-TACC3 inh,CFTR F508del cor,EWS-Fli inh,Xi reactivation,ERp5 block,PAX8 reporter,DENV2 CPE rescue,INS-1E GSIS act
CCOC(=O)C1C(C(C)=O)=C(c2ccccc2)c2ccccc2N1S(=O)(=O)C(F)(F)F (configuration not stated),2,4.0,2,0.1,-2,-6,0,-1
CC1(C(=O)NCc2cccc(C(F)(F)F)c2)CCN1Cc1ccc2ccccc2c1 (configuration not stated),·,-3.4,15,0.2,7,3,8,-26
Cc1ccc(S(=O)(=O)Nc2ccc3c(c2)C(=O)N([C@@H](C)CO)C[C@H](C)[C@H](CN(C)Cc2ccncc2)O3)cc1,-6,0.3,7,0.0,1,-2,-4,-11
CC(=O)c1cccc(CN2CCN(Cc3ccc(C)cc3)C(CCO)C2)c1 (configuration not stated),-3,-0.9,-2,0.1,-4,10,-5,-4
C[C@@H]1COC(=O)[C@@H](CC(=O)OC(C)(C)C)C/C=C\C[C@H](CC(=O)N(CCO)Cc2ccccc2)C(=O)N1,1,-1.0,-1,0.0,2,-2,?,-14
Cc1ccc(S(=O)(=O)N2CCN(C(=O)C3CC(=O)N(c4ccc5c(c4)OCCO5)C3)CC2)cc1 (configuration not stated),2,-3.3,-2,0.2,·,12,?,-6
COC(=O)C[C@@H]1CC[C@H]2[C@H](COc3ccc(NC(=O)c4ccc(F)c(F)c4)cc3C(=O)N2C)O1,-7,1.7,-20,0.5,-6,3,1,-3
Cc1ccc(-c2nc(CN3CCCC(C(=O)N4CCOCC4)C3)c(C)o2)cc1 (configuration not stated),-1,1.2,-7,0.4,1,-11,6,-3
CC1(C)CC(=O)C/C(=N/Nc2nc3ccccc3s2)C1,·,-1.2,9,0.4,-3,-8,-4,1
Cc1cccc(Nc2nnc(SCC(=O)NCc3cccs3)s2)c1,-5,-1.3,-31,0.3,2,-6,8,3
CC(=O)N(C)C[C@@H]1Oc2ncc(-c3cccc(F)c3)cc2C(=O)N([C@H](C)CO)C[C@H]1C,2,2.1,-3,0.0,-1,·,?,14
CN(C(=O)c1ccc(NC(=O)Cc2ccc(NC(=O)C3CCCN(C(=O)C4CCCCC4)C3)cc2)cc1)C1CCCC1 (configuration not stated),-5,-1.6,-5,-0.1,-5,-25,11,-2
S=C(Nc1ccccc1)Nc1nc2ccccc2n1CCOc1ccc(Br)cc1,8,·,·,-0.1,·,-3,·,28
COc1ccc(-c2nc3ncccc3n2O)cc1,25,0.1,7,0.0,-1,-15,6,-12
COc1ccc2c(c1)[nH]c1c(=O)n(/N=C/c3ccc(OC)c(COc4ccccn4)c3)cnc12,0,-1.2,-16,0.3,4,-3,-18,29
CN(C)C(CNC(=O)C1CC(=O)N(c2cccc(C(F)(F)F)c2)C1)c1ccccc1 (configuration not stated),·,-1.1,-7,-0.1,-4,-7,?,-10
CSC1=N/C(=C\c2ccc(Cl)cc2)C(=O)N1N(C)C,-1,-1.1,0,0.4,2,12,-4,-16
Cc1ccc(S(=O)(=O)N(C)C[C@@H]2OCCCC[C@H](C)Oc3ccc(NS(=O)(=O)c4ccc(Cl)cc4)cc3C(=O)N([C@@H](C)CO)C[C@H]2C)cc1,3,-1.9,-1,0.0,-4,29,1,10
Cc1nc2ccc(S(=O)(=O)NC(C(=O)Nc3nccs3)C(C)C)cc2s1 (configuration not stated),0,-4.0,-5,1.5,-3,3,5,3
CCN(CC)c1ccc(CNc2nnnn2C)cc1,0,3.6,15,0.1,-1,11,10,-2
CN(C)/C=C/C(=O)c1ccc(C(F)(F)F)cc1F,-3,0.8,-26,0.0,-2,-4,·,-4
C/C=C/c1ccc2c(c1)O[C@@H](CN(C)CC1CCCCC1)[C@@H](C)CN([C@@H](C)CO)S2(=O)=O,11,0.7,2,-0.2,1,·,-4,2
NNc1nc2c(Cl)c(Cl)ccc2s1,-1,-2.5,-61,0.0,·,-9,·,1
C[C@H](CO)N1C[C@H](C)[C@@H](CN(C)S(=O)(=O)c2ccccc2)OCCCC[C@H](C)Oc2ccc(NC(=O)c3ccccc3)cc2C1=O,-1,-0.4,-11,0.0,-1,5,-2,-7
COc1cccc(C(=O)NCC2CCCN2S(=O)(=O)c2ccccc2)c1 (configuration not stated),-7,-0.3,-2,0.0,-5,-20,4,23
C[C@@H]1CN([C@H](C)CO)C(=O)c2cc(NC(=O)CCC(F)(F)F)ccc2O[C@@H](C)CCCCO[C@@H]1CN(C)S(=O)(=O)c1ccccc1,4,0.8,-10,-0.1,1,0,10,-6
COC(=O)N(C)C[C@H]1OCc2cnnn2CCCC(=O)N([C@H](C)CO)C[C@@H]1C,5,1.3&1.7,-3&3,0.1&-0.1,9&1,0&-7,18&14,3&2
O=C(O)c1cc(C(=O)O)cc(N2C(=O)CSC2=S)c1,-8,-0.7,·,0.2,12,-1,2,2
C/C(Cc1ccccc1)=N\NC(=O)c1cccnc1,0,·,·,0.2,·,6,·,-5
CCC1(CC(C)C)SC(N)=NC1=O (configuration not stated),-4,-1.3,-6,-0.1,2,·,16,3

# Not a retest: 2 of the compounds above.
SMILES,ARNT-TACC3 inh,CFTR F508del cor,EWS-Fli inh,Xi reactivation,ERp5 block,PAX8 reporter,DENV2 CPE rescue,INS-1E GSIS act
CN(C)C(CNC(=O)C1CC(=O)N(c2cccc(C(F)(F)F)c2)C1)c1ccccc1 (configuration not stated),·,-1.1,-7,-0.1,-4,-7,?,-10
CSC1=N/C(=C\c2ccc(Cl)cc2)C(=O)N1N(C)C,-1,-1.1,0,0.4,2,12,-4,-16

# (more compounds)
SMILES,ARNT-TACC3 inh,CFTR F508del cor,EWS-Fli inh,Xi reactivation,ERp5 block,PAX8 reporter,DENV2 CPE rescue,INS-1E GSIS act
NS(=O)(=O)c1ccc(CCNC(=O)CNC(=O)c2ccccc2Br)cc1,-3,0.7,7,0.1,8,10,1,6
Cc1cc(C(=O)CN2CC(C)OC(C)C2)c(C)n1-c1ccccc1 (configuration not stated),-9,-4.2,-43,0.5,-3,-35,-9,-3
COc1ccc(S(=O)(=O)N(C)C[C@H]2OCCCC[C@@H](C)Oc3ccc(NC(=O)Cc4ccccc4)cc3C(=O)N([C@@H](C)CO)C[C@H]2C)cc1,-5,-0.8,7,0.2,-4,-14,5,-10
Cc1[nH]n(-c2ccccc2)c(=O)c1N=Nc1ccc(C#N)cc1,12,0.3,16,0.1,0,12,-5,25
CNc1cncc(-c2c(OC)cccc2OC)n1,·,0.3,-4,-0.1,2,11,2,-4
Cc1oc2c(c(C)cc3oc(=O)c(CC(=O)N[C@@H](CC(C)C)C(=O)O)c(C)c32)c1C,-18,3.9,5,0.3,0,14,4,9
Cc1ccc(S(=O)(=O)N(C)C[C@@H]2Oc3ccc(N(C)C)cc3C(=O)N([C@H](C)CO)C[C@H]2C)cc1,-6,-0.2,·,0.4,2,-7,-1,4
C#CCOc1ccc2c3c(c(=O)oc2c1)CCCC3,-2,1.0,-11,0.0,1,9,5,-4
COc1ccc(-c2ccc(/C=C(\NC(=O)c3ccccc3)C(=O)N3CCOCC3)o2)cc1,13,0.3,4,0.0,-5,2,-6,-25
C[C@@H]1CN([C@@H](C)CO)C(=O)c2cc(NC(=O)Nc3ccc(F)cc3)ccc2O[C@H]1CN(C)S(=O)(=O)c1ccccc1,-7,-3.7,-7,0.4,-2,-26,?,-5
O=C(c1ccc([N+](=O)[O-])s1)N1CCc2ccccc21,4,-2.5,-23,0.0,0,-19,14,-2
O=C(C[C@@H]1C=C[C@@H](NC(=O)CC2CC2)[C@@H](CO)O1)NCc1ccc(-c2ccccc2)cc1,-8,0.6,-4,0.2,1,-2,-3,6
COc1ccc(NC(=O)C2CC(=O)N/C(=N/N=C/c3ccccc3)S2)cc1 (configuration not stated),2,0.1,-7,0.0,-1,11,2,·
CCCCN1CCNC[C@H]1Cc1ccc(O)cc1,-9,-1.2,-9,-0.1,4,10,-3,2
CCCNC(=O)N1CC2(CCN(C(=O)CCC)CC2)c2c(n(C)c3cc(OC)ccc23)[C@H]1CO,·,1.1,3,0.3,3,-3,-2,-8
Cc1cc(C(=O)Nc2ccc3c(c2)C(=O)N(C)[C@H]2CC[C@H](CC(=O)NCC(F)(F)F)O[C@@H]2CO3)no1,·,-4.1,-8,0.2,12,·,-2,9
Cc1nc2ccccc2c(=O)n1/N=C/c1ccccc1OC(F)F,-8,·,-18,0.4,0,-24,1,·
O=C(/C=C/c1ccco1)NC(=S)Nc1cc(-c2nc3ccccc3s2)ccc1Cl,3,-6.2,-3,0.3,-1,-91,-2,·
CO[C@H]1CC[C@H]2CCN(C)C(=O)[C@H](C)[C@H](OC)CN(C)C(=O)c3cccc(C#N)c3OC[C@H]1O2,-5,0.0,-5,-0.1,0,5,-1,-7
O=C(Nc1ccc(S(=O)(=O)N2CCCC2)cc1)C1COc2ccccc2O1 (configuration not stated),-4,0.6,-4,0.1,-3,1,6,15
O=C1N2CCCCC1(Sc1ccccc1)CCC2 (configuration not stated),·,-0.9,-13,0.7,2,-6,11,-2
CCc1nnc(NC(=O)C2CCN(C(=O)c3ccccc3C)CC2)s1,-9,-4.2,2,0.1,3,7,8,-5
C[C@H]1CN([C@@H](C)CO)S(=O)(=O)c2ccc(C#CC3CC3)cc2O[C@@H]1CN(C)C(=O)c1ccccc1,-12,-2.4,6,-1.2,2,·,-11,-10
O=C(NCCO)c1cccc(-c2cnc3cccnn23)c1,·,1.3,-9,0.0,2,-6,-6,30
CC(=O)c1c(C)nc(-c2ccc(OCC(=O)Nc3ccccc3)cc2)n1O,7,-1.8,10,0.3,5,-17,-1,-10
Cc1ccc(NC(=O)COC(=O)C(CC(C)C)N2C(=O)C3CC=CCC3C2=O)c(C)c1 (configuration not stated),-3,·,·,-0.1,·,-17,·,19
CCC[C@H]1COCCS(=O)(=O)N1Cc1ccccc1,19,1.9,-8,0.0,-2,20,-2,16
CC(O)(c1cccc(F)c1)c1nc(-c2ccc(Cl)cc2)cs1 (configuration not stated),·,-2.2,4,-0.1,4,4,16,-26
CO[C@@H](CN(C)S(=O)(=O)c1ccc(Cl)cc1)[C@@H](C)CN(C(=O)Nc1ccccc1F)[C@H](C)CO,6,-1.7,-5,0.0,-1,·,-2,-14
CC[n+]1ccccc1/C=C/Nc1ccccc1,-1,-1.8,-2,0.0,4,15,13,10
CC(=O)c1cccc(NC(=S)N2CCN(CCN3C(=O)c4cccc5cccc(c45)C3=O)CC2)c1,5,-2.5,-2,0.0,2,2,-3,11
O=C(O)c1cccc2c1C(=O)c1cc(Br)ccc1S2(=O)=O,-10,-0.1,-10,0.0,1,4,-10,-8
CS(=O)(=O)N(CC(=O)NCCSc1ccccc1)c1ccc2c(c1)OCO2,5,-0.2,-1,·,2,·,1,25
O=C(NC1CCCC1)C(c1ccco1)N(C(=O)c1ccco1)c1ccccc1 (configuration not stated),·,-2.2,0,0.0,-1,-2,6,-3
CCOc1cc(/C=N/NC(=O)c2ccc(O)cc2)ccc1Oc1nc(Cl)ncc1F,7,1.3,-4,0.1,3,5,·,-3
O=c1c2ccccc2[nH]c(=S)n1CCC1=CCCCC1,-1,·,·,0.1,·,-40,·,-3
O=C(CSc1nc(-c2ccccc2)cc(=O)[nH]1)Nc1ccc(Br)cc1,-6,-0.6,-12,0.0,0,13,2,15
COc1ccc(C2CC(c3cccs3)=NN2C(=O)CSc2nncn2C)cc1OC (configuration not stated),1,-3.5,2,0.1,11,18,-2,3
